Assay outcomes deposited in PubChem BioAssay by Broad Institute.
F508del corr = CFTR F508del correction in bronchial cells. 0.36% of 350,000 active. activity (quench increase), % at 7.58 µM. AID 720511. CFBE cells, YFP halide quenching; stimulated with forskolin plus potentiator P3; % fluorescence drop versus neutral controls;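 active = mean added fluorescence quench of at least 8% versus neutral control, with both replicates also reaching 8%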;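 also: cells transiently co-express mutant CFTR-F508del with the halide-sensitive YFP; corrector assay measuring rescue of mutant channel to the surface after 24 h compound exposure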
Statin myotox sup = suppression of simvastatin myotoxicity | C2C12 myotubes + simvastatin, ATP luminescence, 48 h; scaled: DMSO 0, geranylgeraniol control 100 | rescue of ATP level, % at 7.49 µM | 0.78% of 330,000 active | AID 602340;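 active = mean ATP rescue above about 67%, or every replicate alone reaching that limit, limit read from the data, passing the limit was not always enough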;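 also: myotubes were challenged with 10 µM simvastatin during compound exposure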
GSIS activator = primary screen for activators of insulin secretion dependent on glucose, INS-1E cells, GLuc reporter luminescence | INS-1E GLuc reporter insulin secretion, 2-3 h | activation, % at 16.6 µM | 0.61% of 370,000 active | AID 743287;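 active = lowest replicate activation of at least 40%, so every replicate reaches that level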;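 also: 0% = median of neutral control wells and 100% = median of IBMX positive control wells; some compounds called inactive have numbers as strong as hits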
PGC1a acetyl inh = lowers PGC1a acetylation signal in U2OS cells. 0.17% of 350,000 active. AID 651687. AlphaScreen anti-acetyl-lysine; with virally co-expressed GCN5 acetyltransferase. inhibition, % at 15.6 µM;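 active = every replicate shows inhibition of at least 40%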;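 also: 0% = neutral control wells and 100% = positive control wells; some results beyond the cut were filed as inactive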
Cneo AK release = causes C. neoformans cell lysis. lysis activity, % at 15 µM. 0.2% of 360,000 active. adenylate kinase release luminescence, 4 h; normalised: neutral wells 0, clomiphene wells 100;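 active = mean lysis activity across replicates of at least 80%, whatever share of replicates individually reach that level; inactive = mean lysis activity below 80%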
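Assay system: C. neoformans cells. Amount: yeast cell density of 5 × 10^6 cells/mL. Technique: AK luminescence. Buffer or medium: YPD. Times: static 4 h at 37 °C with compound, 1 h detection. Dosing: single-point compound dose. Read-out: lysis from increased AK signal.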
FN deposition inh = fibronectin deposition inhibition; AH1F fibroblasts, Alexa488-fibronectin deposition fluorescence, overnight; inhibition, % at 12.6 µM; 0.086% of 350,000 active;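 active = mean inhibition across replicates of 30% or more, regardless of how many single replicates reach that level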;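 also: positive control wells lacked labelled fibronectin entirely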
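Test system: AH1F fibroblast monolayer depositing Alexa488-labelled fibronectin into matrix. Input: 10000 cells per well. Technique: fluorescence, ex 485 nm, em 525 nm. Buffer or medium: DMEM plus 2% serum, read in PBS. Timing: 1 h cell adhesion before compound, then overnight fibronectin incubation. Compound: single dose, pinned. Read-out basis: inhibition from reduced deposited-fibronectin fluorescence.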
PglD DTNB = inhibitors of Campylobacter jejuni PglD acetyltransferase | purified PglD enzyme, DTNB colorimetric CoA detection | inhibition, % at 12.5 µM | 0.098% of 360,000 active | AID 602405; in the data active = inhibition above about 16%, passing the limit was not always enough; also: strong numbers were not always called active
miR-122 sensor = blocks miR-122 activity in Huh7 sensor cells; 0.3% of 340,000 active; Huh7 miR-122 Renilla luciferase sensor, 48 h; neutral wells = 0, positive control = 100; AID 602342; activation (reporter increase), % at 12.5 µM;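 active = mean replicate activation score at least 90 and every replicate individually at or above 90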;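 also: higher luciferase means less miR-122 activity so hits act as miR-122 inhibitors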
* = called active by the depositor; · = not tested or not shown; & = joins results of further samples; [ ] = remark or other dose.

entry	smiles	Statin myotox sup	F508del corr	Cneo AK release	PGC1a acetyl inh	miR-122 sensor	GSIS activator	PglD DTNB	FN deposition inh
1	COc1ccc(OC)c(NC(=O)C2(C)CCN2Cc2cccc(OC)c2F)c1 (stereo unspecified)	-2.6	-3.1	0.6	-12.4	1.8	-2.4	7.1	14.6
2	CCNC(=O)/C(C#N)=C/c1c(N2CCN(C)CC2)nc2c(C)cccn2c1=O	7.3	-0.6	0.9	·	·	25.7	-2.9	4.0
3	CC#CC(=O)N1CCCC(Cc2cccc(OC)c2)(C(=O)OCC)C1 (stereo unspecified)	1.2	-0.5	18.8	-1.5	-1.9	3.1	-7.4	-2.3
4	COc1ccccc1C(=O)Nc1ccc2c(c1)C(=O)N(C)C[C@@H](OC)[C@@H](C)CN(CC1CC1)[C@@H](C)CO2	22.8	3.0	4.4	-19.5	·	0.5	3.9	-2.7
5	Cn1c2c(c(=O)n(C)c1=O)C(c1ccc(Br)cc1)C(C#N)=C(N)N2 (stereo unspecified)	-42.6	-5.5	0.7	·	5.1	10.4	-0.1	6.2
6	CN(CCOc1ccc(Cl)cc1)Cc1cccc(S(=O)(=O)N(C)C)c1	-15.6	-1.0	2.3	·	·	-33.9	2.0	-3.8
7	Cc1ccc(S(=O)(=O)N2C[C@H](O)COC[C@@H]3O[C@@H](CC(=O)NCc4ccc(Cl)c(Cl)c4)CC[C@H]32)cc1	-11.9	-0.9	-4.3	-1.6	-4.0[16.7 µM]	-17.5	2.6	-8.1
8	COc1ccccc1-c1ccc([C@H]2[C@H]3CN(C(=O)NC4CCCC4)CCCCN3[C@H]2CO)cc1	12.2	1.0	-1.2	4.8	-5.2[16.7 µM]	-21.6	3.0	·
9	Cc1ccc(NC(=S)Nc2ccc(F)cc2)cc1	3.4	2.2	2.9	-1.7	0.9	-3.0	1.5	-3.4
10	CCn1c(COc2ccccc2C)nnc1SCC(=O)NCc1ccccc1	·	·	·	-0.4	2.7	-0.7	·	-2.9
11	O=C(NCCCN1CCCC1=O)c1csc2ccccc12	6.4	-0.8	1.6	4.0	-2.0	13.1	-2.5	·
12	COC(=O)c1ccc(NC(=O)CN(C)Cc2cccc(F)c2)cc1	·	-2.4	·	1.1	·	-8.4	·	-6.2
13	CN1C(=O)N(CC(=O)N2CCN(c3ncccn3)CC2)C(=O)C12CCCCC2	-4.0	0.0	8.3	-8.1	-3.0	17.6	6.2	-4.6
14	CCCC(=O)Nc1ccc(N2CCN(C(=O)c3cc4ccccc4o3)CC2)cc1	-20.3	1.4	3.2	24.6	2.4	1.8	-2.7	8.5
15	CC1(C)CC(NC(=O)c2cccc(Cl)c2)CC(C)(C)N1	-5.6	-1.0	7.4	-2.1	-1.1	1.6	2.0	0.9
16	C[C@H](CO)N1C[C@H](C)[C@H](CN(C)C(=O)Nc2ccc(C(F)(F)F)cc2)Oc2c(NC(=O)Nc3ccc(C(F)(F)F)cc3)cccc2C1=O	20.0	1.3	2.2	9.8	-2.9[16.7 µM]	-3.7	-0.3	·
17	CCOC(=O)C1=CCN(S(=O)(=O)c2ccccc2F)C1c1ccc(F)cc1 (stereo unspecified)	7.0	-3.5	-3.2	-13.0	-3.2	-10.0	7.4	8.4
18	COc1ccccc1C(C)NC(=O)CCC(=O)N1CCN(S(=O)(=O)c2ccc(Cl)cc2)CC1 (stereo unspecified)	-6.4	-0.5	0.4	·	·	-51.4	-3.5	-3.0
19	CC(=O)N(C)C[C@H]1Oc2cc(-c3cccnc3)ccc2S(=O)(=O)N([C@H](C)CO)C[C@@H]1C	2.8	·	-0.3	21.3	2.0[16.7 µM]	14.1	-1.6	4.1
20	CCCNC(=O)C[C@H]1CC[C@@H]2[C@H](COC[C@@H](O)CN2C(=O)Nc2ccc(Cl)c(Cl)c2)O1	-52.2	-0.6	-3.9	3.0	1.5[16.7 µM]	-26.1	0.3	-2.0
21	Cc1ccc(S(=O)(=O)Nc2ccc3c(c2)C(=O)N([C@@H](C)CO)C[C@H](C)[C@@H](CN(C)S(=O)(=O)c2ccc(C)cc2)OCCCC[C@@H](C)O3)cc1	·	2.2	-3.2	5.0	34.4[16.7 µM]	-38.2	-2.3	8.8
22	CCOC(=O)c1cnc(-n2nc(C)cc2C)nc1Nc1ccc(OC)cc1	·	·	8.9	-5.0	-6.9	·	7.2	·
23	COc1ccc(CNC(=O)CN(CC2CCCO2)C(=O)CNS(=O)(=O)c2ccccc2)cc1 (stereo unspecified)	9.4	·	9.9	4.7	-0.7	·	-0.9	·
24	CC(=O)Nc1ccc(S(=O)(=O)NC2(C(F)(F)F)NC(=O)N(Cc3ccccc3)C2=O)cc1 (stereo unspecified)	-0.8	0.5	0.5	·	·	13.1	6.8	-0.3
25	COC(=O)c1onc(-c2c(Cl)cccc2Cl)c1C(=O)OC	·	0.7	1.1	4.6	-5.5	-15.3	-2.5	2.4
26	CCN(CC)S(=O)(=O)c1ccc(N2CCCC2)c(C(=O)OCC(=O)Nc2cc(C)on2)c1	5.3	-3.4	·	·	-2.5	-0.8	·	-2.2
27	COc1cc2[nH]c(=O)n(CCCC(=O)NCCc3ccccc3)c(=O)c2cc1OC	-5.5	·	0.8	-84.3	-0.3	·	-0.7	-35.2
28	Cc1ccc(S(=O)(=O)CCc2nnc(N)s2)cc1	-1.3	·	-7.6	4.8	-3.9	·	-1.9	0.6
29	COc1ccc(CCNC(=O)COC(=O)c2cc(OC)c(OC)cc2OC)cc1	·	-1.6	·	0.5	·	9.9	·	-6.5
30	Nc1nc2c(nnn2Cc2ccc(Cl)c(Cl)c2)c(=O)[nH]1	-2.1	1.4	19.5	·	8.2	·	-0.2	11.8
31	CC(C)(C)[S@](=O)N1Cc2cc(C(=O)NCc3ccccc3F)nc(-c3cccc(-c4ccncc4)c3)c2[C@@H]1CCO	2.4	0.9	-7.2	21.8	·	-49.5	4.0	13.5
32	Cn1c(=O)c2c(-c3ccccc3)n(-c3cc([N+](=O)[O-])ccc3N)cc2n(C)c1=O	2.8	-0.5	-0.3	-8.2	-2.1	2.4	0.2	-13.4
33	CC(C)[C@H](NC(=O)c1ccc([N+](=O)[O-])cc1Cl)C(=O)N1CCN(C/C=C/c2ccccc2)CC1	·	3.4	·	0.9	-2.3	-7.7	·	0.0
34	COc1ccc(OCC(=O)NNC(=O)C(=O)Nc2ccccc2)cc1	1.9	-3.2	0.0	7.1	2.2	18.4	-0.9	-2.0
35	O=C1N[C@H](Cc2ccccc2)COC(=O)[C@H](Cc2ccc(F)cc2)C/C=C\C[C@@H]1CC(=O)N(CCO)Cc1ccccc1	-1.5	-8.3	-2.6	16.7	12.4	-16.9	-3.5	-8.5
36	CN(c1ccc(C(=O)N/N=C/c2cccc([N+](=O)[O-])c2)cc1)S(=O)(=O)c1ccccc1	-44.4	-2.8	1.0	·	·	1.7	5.4	2.7
37	CCn1ncc(S(=O)(=O)N2CCN(c3cccc(OC)c3)CC2)c1C	1.8	-3.4	-0.9	4.9	-5.2	1.3	-1.7	-2.9
38	NC1=NN=C(N2N=C(c3ccco3)CC2(O)C(F)(F)F)n2ncnc2C1 (stereo unspecified)	·	-3.1	·	-1.3	·	2.5	·	-1.6
39	Cc1ccc(CNC(=O)CNC(=O)[C@@H]2Cc3ccccc3CN2C(=O)OC(C)(C)C)cc1	21.3	0.8	-1.6	-42.4	-3.8	-18.9	3.6	5.5
40	CN(C)C(=O)c1cccc(-c2ccc([C@H]3[C@@H](C#N)N(C(=O)C4CCC4)[C@H]3CO)cc2)c1	3.0	-5.4	-1.6	4.1	·	17.7	26.2	-4.9
41	O=C(Nc1ccc(F)cc1)C(NC1CCCCC1)c1ccccc1 (stereo unspecified)	-3.6	3.0	-0.4	-0.9	-4.0	-16.1	-2.9	-0.9
42	CCOC(=O)c1cnn(C)c1NC(=O)c1ccc([N+](=O)[O-])cc1	6.0	-1.3	·	-0.1	-5.8	15.8	·	-1.7
43	CN(C)c1ccc(C2OC(=O)C(C)(C)C(=O)C2(C)C)cc1 (stereo unspecified)	-3.5	·	1.2	-9.0	1.5	·	4.3	·
44	Cc1cccc(S(=O)(=O)c2c(N)n(/N=C/c3ccco3)c3nc4ccccc4nc23)c1	-9.1	·	-0.8	-16.8	42.0	14.9	4.9	·
45	O=S1(=O)N=C(N2CCOCC2)c2ccccc21	-4.4	·	-0.3	8.8	1.6	·	2.5	·
46	C[C@H](CO)N1C[C@H](C)[C@@H](CN(C)Cc2ccc(C(=O)O)cc2)Oc2ccc(NS(=O)(=O)c3ccccc3)cc2C1=O	·	-4.2	-3.5	0.1	1.3[16.7 µM]	12.4	4.8	·
47	COc1ccc(Oc2cc(C(F)(F)F)cnc2C(N)=O)cc1	1.9	·	4.7	2.9	-2.3	12.9	3.3	·
48	Cc1noc(C)c1NC(=O)N(C)C[C@H]1Oc2ccc(NC(=O)CCC(F)(F)F)cc2C(=O)N([C@@H](C)CO)C[C@@H]1C	-5.0	-2.5	-3.2	-2.2	-10.5[16.7 µM]	8.8	-1.6	·
49	O=C(C1CCCCC1)N1[C@H](CO)[C@H]2c3ccccc3N(S(=O)(=O)c3ccccc3)C[C@H]21	-13.4	0.4	-2.7	-14.5	59.2[16.7 µM]	-16.9	1.0	-1.3
50	C/C(Cl)=C/Cc1c(C)[nH]c2ccc(C)cc2c1=O	5.4	·	-0.3	-0.1	-9.9	26.2	-0.5	-0.9
51	Cn1c(CSc2ncccn2)nnc1SCC(=O)N1CCCc2ccccc21	4.7	·	0.7	-6.6	25.9	6.2	-4.1	-1.5
52	CCc1cccc2c(-c3csc(=NC)n3C)c[nH]c12	·	-1.6	·	-9.7	2.5	-25.1	·	-0.2
53	O=C(COC(=O)c1cc(Br)c(Br)s1)NCCC1=CCCCC1	-4.5	·	-0.9	·	-6.3	18.4	-1.5	-4.3
54	CCC(=O)N(C)C[C@H]1Oc2cc(-c3ccc(C)cc3)ccc2S(=O)(=O)N([C@H](C)CO)C[C@@H]1C	-13.2	-1.5	-4.2	15.4	17.1[16.7 µM]	-7.9	1.8	1.3
55	Cc1noc(C)c1COc1ccc(C(=O)Nc2ncccc2O)cc1	-0.6	-0.4	·	5.1	-10.8	11.1	·	-0.7
56	O=S(=O)(c1cccc(Cl)c1)N1[C@@H]2CNC[C@H]1C2c1ccc(-c2cccc(F)c2)cc1 (stereo partly specified)	·	2.0&3.9	·	1.8	·	-1.3&8.1	·	-4.2&-8.0
57	O=C(NNC(=O)c1ccccc1O)c1ccc(Cl)cc1	-0.3	·	-1.9	7.5	32.4	·	-1.4	-6.2
58	O=C(O)c1ccc(-n2ccnc2)c([N+](=O)[O-])c1	1.5	·	-2.0	-4.4	-0.3	-2.6	4.6	-2.1

One compound at a time, from the list above. Order of values: Statin myotox sup | F508del corr | Cneo AK release | PGC1a acetyl inh | miR-122 sensor | GSIS activator | PglD DTNB | FN deposition inh
Cn1c(CSc2ncccn2)nnc1SCC(=O)N1CCCc2ccccc21 reads 4.7 | · | 0.7 | -6.6 | 25.9 | 6.2 | -4.1 | -1.5
O=C(C1CCCCC1)N1[C@H](CO)[C@H]2c3ccccc3N(S(=O)(=O)c3ccccc3)C[C@H]21 reads -13.4 | 0.4 | -2.7 | -14.5 | 59.2[16.7 µM] | -16.9 | 1.0 | -1.3
Cn1c2c(c(=O)n(C)c1=O)C(c1ccc(Br)cc1)C(C#N)=C(N)N2 (stereo unspecified) reads -42.6 | -5.5 | 0.7 | · | 5.1 | 10.4 | -0.1 | 6.2
